# High-throughput results from PubChem BioAssay.
# TIM10 inh – growth inhibitors of TIM10 yeast strain | AID 463195 | actives 1.4% (n = 330,000) | S. cerevisiae TIM10 strain growth, BacTiter-Glo luminescence, 24 h | inhibition, % at 10 µM;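 active means inhibition of 40% or more at the single tested concentration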;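 further: wild-type TIM10 isogenic control strain grown at permissive 25 °C; 0% = DMSO yeast wells and 100% = minimal medium wells without yeast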
# MIN6 prolif – induces beta-cell replication in MIN6 cells. MIN6 cells proliferation, ATPlite luminescence, 48 h; cells starved in 0.2% serum; 100% = growth in 10% serum. proliferation, % at 10 µM. actives 0.29% (n = 330,000);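 active means compounds whose signal lies at least 3.5 SD above the mean of all wells on their plate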;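 further: 0% = DMSO-treated cells in low-serum medium and 100% = 10% serum control; some compounds called inactive have numbers as strong as hits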
# NLRP3 yeast inh – blocks the NALP3 inflammasome reconstituted in yeast. Yeast reconstituted NLRP3/ASC/caspase-1, beta-gal luminescence, 24 h. inhibition, % at 10 µM. actives 0.39% (n = 330,000);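 active means inhibition of 50% or more; inactive means inhibition below 50%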;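 further: plate controls were induced DMSO wells for no effect and uninduced yeast grown without galactose for full effect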
# hIAP block – human IAP inhibition; actives 0.12% (n = 330,000); inhibition, % at 10 µM; P09923; purified IAP, CDP-Star luminescence, 30 min;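 active means inhibition reaching a set limit with compound at 10 µM in the primary screen, cut at about 35% in these data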;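 further: plate controls were DMSO wells with enzyme for no effect and no-enzyme buffer wells for full effect; values of inactives mirror those of a sister screen read the other way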
# mIAP act – mouse IAP activation; muIAP, CDP-Star luminescence, 30 min; hits give high values; 1 = vehicle-only enzyme signal, 0 = enzyme-free wells; activation factor at 10 µM; actives 0.24% (n = 330,000);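 active means activation factor of at least 2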; further: the source names both 10 and 20 µM as test concentration; values of inactives mirror those of a sister screen read the other way
#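 Assay system: mouse IAP enzyme / Compound: DMSO-dissolved test compounds / Timing: 30 min, room temperature / Measured by: luminescence from enzymatic CDP-Star hydrolysis / Control set: DMSO-only wells, enzyme-free buffer wells as negative control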
# tim10-1 inh – tim10-1 yeast growth inhibition. S. cerevisiae tim10-1 ts strain growth, BacTiter-Glo, 24 h. inhibition, % at 20 µM. AID 463190. actives 2.2% (n = 330,000);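 active means inhibition of at least 40%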;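 further: mutant grown at 25 °C; 0% = DMSO wells with yeast and 100% = wells holding no yeast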
# A3A deaminase – blocks human APOBEC3A ssDNA deamination; inhibition, % at 20 µM; P31941; actives 0.41% (n = 330,000); AID 493011; recombinant A3A, FAM/TAMRA ssDNA deamination fluorescence;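 active means at least 40% inhibition at 20 µM here, with at most 30% in a related deaminase screen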;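 further: plate controls were A3A with DMSO for no effect and wells lacking A3A enzyme for full effect; some results filed as inactive read as strong as hits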
# Target sequence (P31941 whole entry, looked up): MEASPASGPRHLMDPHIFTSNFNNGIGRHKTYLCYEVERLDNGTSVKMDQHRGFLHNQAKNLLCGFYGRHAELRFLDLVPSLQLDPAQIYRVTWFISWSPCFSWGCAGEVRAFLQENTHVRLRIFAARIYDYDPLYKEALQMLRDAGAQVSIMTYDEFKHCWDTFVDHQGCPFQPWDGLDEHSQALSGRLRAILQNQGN
# APOBEC3G inh – inhibitors of human APOBEC3G DNA deaminase; Q9HC16; recombinant A3G, ssDNA deamination FAM/TAMRA fluorescence; inhibition, % at 20 µM; actives 0.28% (n = 330,000); AID 493012;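 active means inhibition of at least 40% at 20 µM, with no more than 30% in the related APOBEC3A deaminase screen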;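 further: plate controls were DMSO wells with A3G for no effect and wells lacking A3G enzyme for full effect; some compounds called inactive have numbers as strong as hits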
# Target sequence (Q9HC16 whole entry, looked up): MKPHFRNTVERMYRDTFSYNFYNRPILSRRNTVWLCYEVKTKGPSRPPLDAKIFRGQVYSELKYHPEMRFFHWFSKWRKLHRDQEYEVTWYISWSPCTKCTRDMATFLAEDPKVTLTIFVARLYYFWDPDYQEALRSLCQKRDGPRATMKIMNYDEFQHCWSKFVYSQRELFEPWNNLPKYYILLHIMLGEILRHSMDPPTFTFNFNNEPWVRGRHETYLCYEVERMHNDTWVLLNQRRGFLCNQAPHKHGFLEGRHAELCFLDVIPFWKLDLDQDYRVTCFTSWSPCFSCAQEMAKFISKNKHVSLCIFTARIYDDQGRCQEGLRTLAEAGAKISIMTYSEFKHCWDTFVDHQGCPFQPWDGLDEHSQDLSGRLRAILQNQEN
# mIAP inh – blocks mouse intestinal alkaline phosphatase; purified mouse IAP, CDP-Star luminescence, 30 min; AID 2806; inhibition, % at 10 µM; actives 0.2% (n = 330,000);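 active means inhibition of at least 40% at 10 µM in the primary screen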;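 further: plate controls were DMSO with enzyme for no effect and no enzyme wells for full effect; values of inactives mirror those of a sister screen read the other way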
# * = called active by the depositor; . = no result given.
SMILES,TIM10 inh,MIN6 prolif,NLRP3 yeast inh,hIAP block,mIAP act,tim10-1 inh,A3A deaminase,APOBEC3G inh,mIAP inh
CNC(=S)NNC(=O)c1ccc(N(C)C)cc1,12,-2,6,-40,0.91,11,-3,1,9
CN(CCNC(=O)C1CC(=O)N(c2ccc(F)c(Cl)c2)C1)Cc1ccccc1 (stereo not given),0,0,-12,-8,0.97,11,0,-4,3
O=C(O)CC12CC3CC(C1)CC(n1ncc(NCc4ccccc4Cl)c(Cl)c1=O)(C3)C2,7,-1,11,7,1,7,0,-3,0
Cc1ccc(S(=O)(=O)NC(=O)c2cccc(N(C)C)c2)cc1,2,-2,6,2,1.1,-9,-4,-8,-9
O=C(CN1C(=O)c2ccccc2S1(=O)=O)NC(Nc1ccccc1F)C(Cl)(Cl)Cl (stereo not given),10,1,3,-20,1.1,1,2,5,-13
COc1ccc(C2=NOC(C(=O)Nc3cccnc3)C2)cc1OC (stereo not given),-1,0,1,2,0.96,-20,2,-2,4
Cc1cc(-n2cnnn2)ccc1C(C)C,9,1,-4,4,0.95,25,-3,-6,5
O=C(N/N=C/C1CC2C=CC1C2)c1ccccc1O (stereo not given),-24,2,-24,2,1,-17,-9,-3,-1
O=C1OCCN1C(=O)[C@H]1[C@H](c2ccc(Cl)cc2)C(c2ccc(F)cc2)=NN1c1ccccc1,17,.,.,.,0.95,25,4,6,5
Cc1cccc(NC(=O)CSc2ncnc3sc(C)cc23)c1,-8,6,50,15,0.99,15,-1,-8,1
CCCn1c(N)c(C(=O)COC(=O)c2c(C)noc2C)c(=O)n(C)c1=O,7,0,20,2,0.99,1,1,-5,1
CC(Sc1nc(N)cc(=O)[nH]1)C(=O)N1CCOCC1 (stereo not given),2,2,0,1,0.94,7,-7,-10,6
COC(=O)C1=C(C)OC(N)=C(C#N)C1c1ccccc1 (stereo not given),-2,-2,11,3,0.97,18,1,-3,3
c1ccc(Oc2cc(-n3cccn3)ncn2)cc1,7,0,1,-12,1,32,0,-1,0
CCOC(=O)C1=C(C)N=c2s/c(=C\c3ccc(OC(C)=O)c(OCC)c3)c(=O)n2C1/C=C/c1ccccc1 (stereo not given),15,-5,11,11,0.92,24,-20,-10,8
CC(C)c1ccc(NC(=O)C(c2ccccc2)N2CCN(C(=O)c3ccco3)CC2)cc1 (stereo not given),12,0,7,-10,1.4,17,1,1,-42
CCOc1ccc(NC(=O)N(CCN(C)C)C(C)c2cccnc2)cc1 (stereo not given),-4,-1,-14,0,1.1,12,1,-6,-8
CC(=O)c1cccc(NS(=O)(=O)c2c(C(=O)N3CCOCC3)c(C)n(C)c2C)c1,-3,0,-6,-10,1,18,-1,-5,-4
C[C@H](CO)N1C[C@H](C)[C@@H](CN(C)C(=O)Nc2ccccc2)Oc2c(NS(=O)(=O)c3cn(C)cn3)cccc2C1=O,-6,1,9,4,1,-4,1,-7,-5
O=C(O)CNC(=O)/C=C/c1ccc(Cl)cc1Cl,-4,-2,17,10,1,2,2,-7,-2
O=C(NCCc1ccc(Cl)cc1)C1CCN(S(=O)(=O)c2ccc(-n3cnnn3)cc2)CC1,-9,0,1,3,1,18,0,-4,-1
O=C(c1ccco1)N1CCN(C(=S)Nc2ccccc2Cl)CC1,-5,0,7,-2,0.96,-19,1,-9,4
COc1ccc2[nH]c(CN3CCN(CC(C)C)C(CCO)C3)c(C)c2c1 (stereo not given),-11,3,4,2,1,7,-2,-2,-1
O=C1NCCCC1C(=O)N1CCN(C(=O)c2ccco2)CC1 (stereo not given),-1,-1,-5,12,1.1,1,0,-3,-6
CNC(C)C#Cc1ccc2c(=O)c3cc(C)c(C)cc3oc2c1 (stereo not given),16,-8,1,-18,1.1,42*,-3,-9,-7

# Given tab-delimited: 17 of the compounds above
mol	TIM10 inh	MIN6 prolif	NLRP3 yeast inh	hIAP block	mIAP act	tim10-1 inh	A3A deaminase	APOBEC3G inh	mIAP inh
CNC(=S)NNC(=O)c1ccc(N(C)C)cc1	12	-2	6	-40	0.91	11	-3	1	9
CN(CCNC(=O)C1CC(=O)N(c2ccc(F)c(Cl)c2)C1)Cc1ccccc1 (stereo not given)	0	0	-12	-8	0.97	11	0	-4	3
O=C(O)CC12CC3CC(C1)CC(n1ncc(NCc4ccccc4Cl)c(Cl)c1=O)(C3)C2	7	-1	11	7	1	7	0	-3	0
Cc1ccc(S(=O)(=O)NC(=O)c2cccc(N(C)C)c2)cc1	2	-2	6	2	1.1	-9	-4	-8	-9
O=C(CN1C(=O)c2ccccc2S1(=O)=O)NC(Nc1ccccc1F)C(Cl)(Cl)Cl (stereo not given)	10	1	3	-20	1.1	1	2	5	-13
COc1ccc(C2=NOC(C(=O)Nc3cccnc3)C2)cc1OC (stereo not given)	-1	0	1	2	0.96	-20	2	-2	4
Cc1cc(-n2cnnn2)ccc1C(C)C	9	1	-4	4	0.95	25	-3	-6	5
O=C(N/N=C/C1CC2C=CC1C2)c1ccccc1O (stereo not given)	-24	2	-24	2	1	-17	-9	-3	-1
O=C1OCCN1C(=O)[C@H]1[C@H](c2ccc(Cl)cc2)C(c2ccc(F)cc2)=NN1c1ccccc1	17	.	.	.	0.95	25	4	6	5
Cc1cccc(NC(=O)CSc2ncnc3sc(C)cc23)c1	-8	6	50	15	0.99	15	-1	-8	1
CCCn1c(N)c(C(=O)COC(=O)c2c(C)noc2C)c(=O)n(C)c1=O	7	0	20	2	0.99	1	1	-5	1
CC(Sc1nc(N)cc(=O)[nH]1)C(=O)N1CCOCC1 (stereo not given)	2	2	0	1	0.94	7	-7	-10	6
COC(=O)C1=C(C)OC(N)=C(C#N)C1c1ccccc1 (stereo not given)	-2	-2	11	3	0.97	18	1	-3	3
c1ccc(Oc2cc(-n3cccn3)ncn2)cc1	7	0	1	-12	1	32	0	-1	0
CCOC(=O)C1=C(C)N=c2s/c(=C\c3ccc(OC(C)=O)c(OCC)c3)c(=O)n2C1/C=C/c1ccccc1 (stereo not given)	15	-5	11	11	0.92	24	-20	-10	8
CC(C)c1ccc(NC(=O)C(c2ccccc2)N2CCN(C(=O)c3ccco3)CC2)cc1 (stereo not given)	12	0	7	-10	1.4	17	1	1	-42
CCOc1ccc(NC(=O)N(CCN(C)C)C(C)c2cccnc2)cc1 (stereo not given)	-4	-1	-14	0	1.1	12	1	-6	-8

# Carrying on:
SMILES,TIM10 inh,MIN6 prolif,NLRP3 yeast inh,hIAP block,mIAP act,tim10-1 inh,A3A deaminase,APOBEC3G inh,mIAP inh
O=C(CN1C(=O)c2ccccc2C1=O)Nc1ccccc1,-13,-3,13,12,0.91,3,-2,-3,9
N=c1c(C(=O)NCc2ccc(F)cc2)cc2c(=O)n3ccccc3nc2n1CC1CCCO1 (stereo not given),9,-1,22,-8,1.1,21,1,-3,-6
O=C(C1CCN(S(=O)(=O)c2cccc3nonc23)CC1)N1CCCCC1,-6,0,7,7,1,12,1,-5,0
C/C(=N/NC(=O)CCc1c(C)n[nH]c1C)c1cccc([N+](=O)[O-])c1,-4,1,9,0,1.1,-12,-2,-5,-6
C/C(=N\NC(=S)Nc1ccc(C)c(C)c1)c1ccc(N2CCOCC2)cc1,31,0,1,-12,0.87,41*,1,4,13
COc1ccc(C(C)=O)cc1CN1C(=O)NC2(CCCC2)C1=O,-9,1,0,1,1.1,-3,3,0,-14
CN(C)CCOC1c2ccccc2-c2ccccc21,-4,0,3,-4,0.91,10,-6,-8,9
Cc1ccc(NC(=O)CN2C(=O)N/C(=C/c3ccccc3OCc3cccc(C(=O)O)c3)C2=O)cc1,-14,-2,3,2,0.98,-18,3,2,2
Cc1cc(NC(=O)COc2cccc(Oc3ccccc3)c2)no1,-16,-4,-18,-14,1.2,7,-4,-9,-24
COCCCNC(=O)[C@H]1N2C(=O)c3ccccc3C2SC1(C)C (stereo not given in full),3,4,3,4,0.96,15,2,-3,4
O=C(C[n+]1ccccc1)N/N=C/c1cccs1,6,-2,4,-8,0.88,8,-1,-4,12
O=C(CSc1nc2ccccc2c(=O)n1Cc1ccco1)N1CCCCCC1,-12,-4,10,-2,1.1,1,-3,-6,-8
CC(=O)c1nc(-c2ccccc2)sc1C,2,-1,15,0,1,5,7,2,-4
COc1ccc(Br)c(C(=O)Nc2cccc(Cl)c2Cl)c1,21,-1,15,12,1.1,32,1,6,-5
CC(NC(=O)NC1CCCCC1)c1ccccc1 (stereo not given),-5,0,4,-16,1,13,0,-2,-3
CN1C(=O)/C(=C/c2ccc(OCc3ccc(C(=O)O)cc3)c(Cl)c2)NC1=S,-2,-2,7,-6,0.77,16,-7,-9,23
CCOC(=O)N1CCC(N2C(=O)c3ccccc3C2Nc2cc(C)cc(C)c2)CC1 (stereo not given),12,-2,-2,-1,1.1,13,1,-2,-13
CC(NC(=O)CCCC1CCCCC1)c1ccc(S(N)(=O)=O)cc1 (stereo not given),0,0,-2,0,1,-27,-1,-4,-2
O=C(NCc1ccccc1)NC(=O)c1ccccc1F,4,1,11,-10,0.98,-1,2,0,2
Cc1cc(Br)ccc1NC(=O)CNC(=O)CN1C(=O)NC2(CCCCCC2)C1=O,19,-2,-6,-12,0.85,12,-3,-2,15
CCOC(=O)N1CCN(c2c(NCc3ccccc3OC)c(=O)c2=O)CC1,-9,-1,20,-3,0.96,-3,-3,-7,4
COc1ccccc1CN(C)CC(=O)NC1CCCc2ccccc21 (stereo not given),0,2,8,8,1.1,27,1,5,-10
Cc1ccc(C)c(NC(=O)COC(=O)CNC(=O)C2CCCCC2)c1,10,-3,4,-13,1,9,-3,-7,-3
Cc1ccc(CN2CCN(C(=O)C3CCC3)CC2)cc1,1,-4,-4,-10,1,14,-4,-10,-3
COc1ccc(Cc2nnc(SCC(=O)NC3(C#N)CCCCC3)n2N)cc1,-2,-1,15,12,1,22,-4,-2,0

# The order is random; about 4.6% have a hit in one of these screens.
